JMJD2A Tudor inh: qHTS Assay for Inhibitors of JMJD2A-Tudor Domain; AlphaScreen JMJD2A-Tudor / H3K4me3 peptide binding; Potency, µM (highest dose often 114 µM), for the others: at the highest dose activity change, negative = inhibition, most hits filed as inhibitors; actives 4.4% (n = 390,000); AID 504339, 2011; note: potency is the fitted concentration of half-maximal effect; % is set by controls: 0 for no effect and ±100 for the full control effect; nearly all actives have a fitted effect of over 50% in size
G9a inh: qHTS Assay for Inhibitors of Histone Lysine Methyltransferase G9a | AID 504332, 2011 | Potency, µM (top dose mostly 102 µM), inactives show at the highest dose activity, negative = inhibition, hits mostly inhibitors | G9a H3K9 monomethylation, AlphaScreen, 2 h | actives 8.8% (n = 350,000); note: potency is the fitted concentration of half-maximal effect; % is set by controls: 0 for no effect and ±100 for the full control effect; nearly all actives have a fitted effect of over 75% in size
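Compounds were preincubated with 20 nM G9a for 15 min, after which biotinylated H3K9 peptide (500 nM) and SAM (20 uM) started a 2 h room-temperature reaction. Monomethylated product was quantified by antibody-based AlphaScreen chemiluminescence.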
ALOX12 inh: Primary qHTS assay for inhibitors of human arachidonate 12S-lipoxygenase (ALOX12): Round 2; AID 1671190, 2021; purified 12hLO, xylenol orange hydroperoxide absorbance; actives 1.1% (n = 580,000); Polyunsaturated fatty acid lipoxygenase ALOX12 (Homo sapiens), P18054; Potency, µM (highest dose often 108 µM), for inactives: top-dose activity change, negative = inhibition, hits mostly inhibitors; note: potency is the fitted concentration of half-maximal effect; % is set by controls: 0 for no effect and ±100 for the full control effect
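Hydroperoxide product was detected by ferrous iron/xylenol orange as the 573 to 405 nm absorbance ratio. Arachidonic acid at 40 uM (final) was turned over for 30 min at room temperature by 150 nM human 12hLO, pH 7.0 Hepes buffer, after 15 min compound preincubation.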
BAZ2B inh: qHTS Assay for Inhibitors of BAZ2B; actives 4.4% (n = 360,000); AID 504333, 2011; AlphaScreen BAZ2B-H3K14Ac peptide displacement; Potency, µM (series often up to 114 µM), without a hit: at the highest dose activity change, negative = inhibition, hits mostly inhibitors; Bromodomain adjacent to zinc finger domain protein 2B (Homo sapiens), Q9UIF8; note: potency is the fitted concentration of half-maximal effect; % is set by controls: 0 for no effect and ±100 for the full control effect; nearly all actives have a fitted effect of over 60% in size
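In this displacement format the biotinylated H3(5-23) peptide acetylated at Lys14 serves as ligand at 50 nM, with BAZ2B at 50 nM in PBS pH 7.4 containing 0.01% Tween-20. Donor and acceptor beads are 10 ug/mL final.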
PI4K2A block: qHTS for small molecular inhibitors of PI4K2A; Phosphatidylinositol 4-kinase type 2-alpha (Homo sapiens), Q9BTU6; purified PI4K2A, ADP-Glo luminescence, 1 h; stronger effect = lower value; activity change, negative = inhibition, % at 76.9 µM; actives 0.13% (n = 420,000); in the data active = activity change below about -50%; inconclusive = mostly about -30% to -49%;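 note: -100% = wells without enzyme as full effect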
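In this quantitative HTS, ADP production by PI4K2A was quantified luminescently after 1 h at ambient temperature; 100 microM adenosine served as plate-quality control.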
HP1b binding inh: HTS for Inhibitors of HP1-beta Chromodomain Interactions with Methylated Histone Tails; Chromobox protein homolog 1 (Homo sapiens), P83916; AlphaScreen HP1-beta / biotin-H3K9me3 peptide binding; actives 0.56% (n = 390,000); Potency, µM (top dose mostly 114 µM), for the others: at the highest dose activity change, negative = inhibition, hits mostly inhibitors; note: potency is the fitted concentration of half-maximal effect; nearly all actives have a fitted effect of over 70% in size; inactives centre near 23
Target sequence (P83916 whole entry, looked up): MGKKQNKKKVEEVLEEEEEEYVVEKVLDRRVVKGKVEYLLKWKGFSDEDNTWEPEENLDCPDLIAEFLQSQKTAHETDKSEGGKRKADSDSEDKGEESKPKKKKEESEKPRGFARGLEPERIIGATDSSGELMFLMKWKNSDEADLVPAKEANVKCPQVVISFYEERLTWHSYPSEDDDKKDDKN
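Compound inhibition of the preformed complex between 50 nM HP1-beta and 50 nM biotinylated H3K9me3 peptide was read by AlphaScreen. Buffer was PBS pH 7.4 with 0.01% Tween-20. Incubations ran 30 min at room temperature, with 10 ug/mL donor/acceptor beads.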
GLS inh: qHTS for Inhibitors of Glutaminase (GLS). GLS enzymatic activity, qHTS titration. Potency, µM (series often up to 45.5 µM), for the others: at the top dose activity change, negative = inhibition, actives largely listed as inhibitors. actives 0.21% (n = 410,000). Glutaminase kidney isoform, mitochondrial (Homo sapiens), O94925; note: potency is the fitted concentration of half-maximal effect; % is set by controls: 0 for no effect and ±100 for the full control effect
Target sequence (O94925 whole entry, looked up, canonical isoform): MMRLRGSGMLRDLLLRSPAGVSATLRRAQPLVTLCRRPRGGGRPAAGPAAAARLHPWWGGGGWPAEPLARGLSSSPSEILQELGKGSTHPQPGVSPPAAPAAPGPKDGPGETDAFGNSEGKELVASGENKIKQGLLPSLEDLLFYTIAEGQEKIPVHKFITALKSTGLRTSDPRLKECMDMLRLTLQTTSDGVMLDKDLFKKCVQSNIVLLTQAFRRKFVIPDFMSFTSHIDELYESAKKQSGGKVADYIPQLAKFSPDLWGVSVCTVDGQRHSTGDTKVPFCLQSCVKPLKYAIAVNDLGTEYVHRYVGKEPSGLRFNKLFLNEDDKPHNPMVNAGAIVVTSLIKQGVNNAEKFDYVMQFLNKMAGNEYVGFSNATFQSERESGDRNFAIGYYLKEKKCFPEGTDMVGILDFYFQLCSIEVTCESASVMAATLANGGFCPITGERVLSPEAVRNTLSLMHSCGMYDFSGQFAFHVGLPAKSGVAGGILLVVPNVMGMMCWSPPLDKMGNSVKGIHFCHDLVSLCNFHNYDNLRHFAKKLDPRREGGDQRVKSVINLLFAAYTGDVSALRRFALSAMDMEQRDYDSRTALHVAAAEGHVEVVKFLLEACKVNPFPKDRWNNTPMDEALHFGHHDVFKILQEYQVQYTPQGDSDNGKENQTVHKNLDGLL
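hKGA in 45 mM KH2PO4 (pH 8.2), 0.02% Tween-20 with compound, then 1mM L-Glutamine (stock as added) plus glutamate oxidase/HRP/Amplex red coupling mix. Fluorescence read initially and after 30 min at RT; signal change reflects glutamate formation.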
ERG Ets-DNA blk: qHTS for Small Molecule Inhibitors of the ERG Ets/DNA interaction | Transcriptional regulator ERG (Homo sapiens), P11308 | fluorescence polarization, His-ERG Ets domain / labelled DNA | Potency, µM (top dose mostly 76.9 µM), for the others: at the top dose FP activity, negative = inhibition, hits mostly inhibitors | actives 0.028% (n = 370,000); active = well fitted inhibition curve with a large enough effect in the polarisation, with a control signal flat; inconclusive = small, poorly fitted or top-dose-only effect, or effect the other way, or a change in a side signal; inactive = no such curve, though single readings can be large or run the other way; the % refers to the polarisation;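 note: polarization taken with two DNA probes labelled with fluorescein and Texas red; potency is the fitted concentration of half-maximal effect; % of control where 0% means no effect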
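His-tagged ERG Ets domain (1 uM in the protein solution; 300mM KCl, 50mM Tris-HCl, 1mM EDTA, 1mM DTT, pH 7.5) received compound, then a probe mix of 5 nM fluorescein-DNA and 100nM Texas-615-DNA. Fluorescence polarization was read for both dyes.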
RGS4 inhibitor: Inhibitors of Regulator of G Protein Signaling (RGS) 4: qHTS; Regulator of G-protein signaling 4 (Homo sapiens), P49798; Transcreener GDP fluorescence polarization, RGS4-accelerated GTP hydrolysis; Potency, µM (titrated, usually from 114 µM), for the others: at the highest dose activity change, negative = inhibition, actives largely listed as inhibitors; actives 0.039% (n = 390,000); note: potency is the fitted concentration of half-maximal effect; % is set by controls: 0 for no effect and ±100 for the full control effect; nearly all actives have a fitted effect of over 75% in size; some results filed as inactive show a strong effect at the top dose
Target sequence (P49798 whole entry, looked up): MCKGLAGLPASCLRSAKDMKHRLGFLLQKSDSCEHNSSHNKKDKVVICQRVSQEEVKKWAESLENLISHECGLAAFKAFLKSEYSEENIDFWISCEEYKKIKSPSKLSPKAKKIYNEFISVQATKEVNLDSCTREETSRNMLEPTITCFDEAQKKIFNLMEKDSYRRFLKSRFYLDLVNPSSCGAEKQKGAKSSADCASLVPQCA
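MLSMR compounds (23 nl, pin-transferred) preincubated 10 min at room temperature with a 500nM (2x) first reagent, then RGS4 at 900nM (2x) plus Transcreener GDP mix added; fluorescence polarization (620/688 nm) read before and after 90 min at 30 °C.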
* marks the source's active call; other numbers are inactive results; ? = inconclusive; / = no result given; & = joins results of further samples; [ ] = remark or other dose. Unless noted, calls come from the whole dose curve; as a rule, active = well fitted curve in the direction sought with a large enough effect; inconclusive = small, poorly fitted or top-dose-only effect, or another doubt; inactive = no such curve, though single readings can be large; an effect the other way counts as inactive or inconclusive. A portion of the library. The share of hits here may be higher or lower than overall.

SMILES | JMJD2A Tudor inh | G9a inh | ALOX12 inh | BAZ2B inh | PI4K2A block | HP1b binding inh | GLS inh | ERG Ets-DNA blk | RGS4 inhibitor
COc1ccc(NC(=O)[C@@H]2CC=C[C@@H]3CCN(C4CCCCC4)C(=O)[C@@H]32)cc1 | -22% | / | 10% | / | 0 | 17% | 16% | 6% | 5%
COC(=O)c1c(N)c(C#N)c(C)n1-c1ccccc1 | -14% | ? | 6% | 0% | 0 | 17% | 6% | -5% | -1%
COc1cc(Cl)c(C)cc1NC(=O)c1sc2nc3n(c(=O)c2c1C)CCCCC3 | -8% | 10%[59 µM] | -9% | 8% | 0 | 14% | 2% | -5% | -25%
CC(C(=O)O)c1ccc(N2Cc3ccccc3C2=O)cc1 (stereo not drawn) | -5% | -6%[2.33 µM] | -6% | 7% | ? | 31% | -7%&1% | 3% | 13%
CCC/C(C)=N\Nc1nc2c(c(=O)n(C)c(=O)n2C)n1C | -12% | / | -2% | ? | -5 | 39% | -2% | 3% | 1%
CCN1CCN(CCCNC(=O)CNC(=O)c2nn(-c3ccc(OC)cc3OC)c(=O)c3ccccc23)CC1 | -4% | -2%[12.7 µM] | -2% | 1% | -1 | 16% | -4% | 9% | -4%
COc1ccccc1OCCOCCN1CCCC1 | 50µM* | 25µM* | ? | -26% | 5 | ? | -1% | -2% | 4%
COc1ccc(C(O)P(=O)(O)CCc2ccccc2)cc1 (stereo not drawn) | -2% | / | 0% | ? | 2 | 19% | 9% | -4% | 13%
Cc1cccc(NC2=NCC(=O)N2CCc2ccccc2)c1 | -27% | -27%[0.0925 µM] | 0% | -6% | -1 | 67%[activator] | -6% | 6% | -30%
Nc1ccccc1SCc1ccccc1Cl | 36% | ? | ? | 15% | -1 | 55%[activator] | -1% | 10% | -43%
CCC(C)N(C(=O)COC(=O)c1[nH]c(C)c(C(C)=O)c1C)C1CCS(=O)(=O)C1 (stereo not drawn) | -8%[11.4 µM] | 10% | 0% | -11% | 4 | 34%[activator] | -14% | 3% | -5%[11.4 µM]
Cc1ccc2c(c1)N(C(=O)CCC(=O)NCCCN1CC(C)CC(C)C1)CCO2 (stereo not drawn) | -14% | -8% | 4% | 11% | 1 | 24% | -1% | -6% | -16%
CC(C)C(NC(=O)c1cccs1)C(=O)NC1CCCCC1 (stereo not drawn) | 0% | / | 0% | 6% | 2 | 37% | -2% | 0% | 6%
O=C(NCCc1c[nH]c2ccccc12)c1ccc([N+](=O)[O-])cc1 | -18% | 19%[59 µM] | 1% | -15% | -1 | -1% | 2% | -9% | 11%
CCOc1ccc(-c2nc(C)sc2CC(=O)O)cc1 | -18% | 2% | -4% | 4% | 2 | 50%[activator] | 2% | 8% | -24%
Cc1cc(C)n2cc(CSc3nnnn3-c3ccccc3)nc2n1 | -10%[57.1 µM] | -35%[59 µM] | 0% | -31% | 0 | 40%[activator] | -2% | -2% | 6%[56.9 µM]
CC12CCC(=O)N1C(C(=O)OCC(=O)Nc1cccc(S(=O)(=O)N3CCCCCC3)c1)CS2 (stereo not drawn) | -10% | -8% | -14% | -33% | -2 | 19% | 2% | -10% | -22%
CC(=O)c1cc2c(cc1NC(=O)c1cc(C)nn1-c1ccccc1)OCO2 | -10% | 6% | ? | 2% | -5 | 66%[activator] | 0% | 0% | 1%
COc1ccccc1CNc1nc(C)c(C(C)=O)s1 | -23% | 11µM* | ? | ? | 0 | -19% | 5% | 3% | -29%
CCOc1ccc2nc(NCCNC(=O)Nc3cccc(C)c3)c(C#N)cc2c1 | -10%[57.1 µM] | 10%[59 µM] | -22% | / | 4 | -3% | -3% | 4% | -14%[11.4 µM]
COc1ccc(NC(=O)[C@H](Cc2c[nH]c3ccccc23)NC(=O)[C@@H]2Cc3ccccc3CN2)cc1 | ? | 6%[12.7 µM] | 8% | -35% | 3 | 0% | 8% | 5% | -14%
CCS(=O)(=O)c1ccc2oc(Nc3ccc(C(C)(C)C)cc3)nc2c1 | -10% | 1% | 3% | -17% | 3 | 18% | -14% | 3% | -12%
Cc1nnc(SCC(=O)c2ccc(C(C)C)cc2)s1 | -3% | 34%[12.7 µM] | 5% | -9% | -5 | 26% | -9% | -5% | -12%
COc1ccc(C)cc1NC(=O)C(OC(=O)C1CC1)c1ccccc1 (stereo not drawn) | -4% | 40% | 10% | 3% | 4 | 33% | -14% | -4% | 8%
CC1=C(C)CC2C(C1)C(=O)c1ccc(Br)cc1S2(=O)=O (stereo not drawn) | -8% | -12%[2.33 µM] | -4% | 4% | -1 | 55%[activator] | 18% | 2% | 17%

Entries of single compounds as entered above:
COc1ccccc1CNc1nc(C)c(C(C)=O)s1 in the list: JMJD2A Tudor inh: -23%; G9a inh: 11µM*; ALOX12 inh: ?; BAZ2B inh: ?; PI4K2A block: 0; HP1b binding inh: -19%; GLS inh: 5%; ERG Ets-DNA blk: 3%; RGS4 inhibitor: -29%
CCS(=O)(=O)c1ccc2oc(Nc3ccc(C(C)(C)C)cc3)nc2c1 in the list: JMJD2A Tudor inh: -10%; G9a inh: 1%; ALOX12 inh: 3%; BAZ2B inh: -17%; PI4K2A block: 3; HP1b binding inh: 18%; GLS inh: -14%; ERG Ets-DNA blk: 3%; RGS4 inhibitor: -12%

Continuation.
SMILES | JMJD2A Tudor inh | G9a inh | ALOX12 inh | BAZ2B inh | PI4K2A block | HP1b binding inh | GLS inh | ERG Ets-DNA blk | RGS4 inhibitor
NC(=O)N/N=C/c1ccccc1OCC(=O)NCc1ccccc1 | 1% | -10% | 29% | 1% | -1 | 38% | 3% | / | -8%
CC(C)(C)[C@H]1CCC(=O)N([C@H](CSc2ccc(Br)cc2)Cc2ccccc2)CC1 | -11% | -12%[2.33 µM] | 3% | 8% | -2 | 43%[activator] | 1% | 3% | 10%
Cc1ccc(NC(=O)c2nc[nH]c2C(=O)N[C@@H](C)C(=O)OC(C)(C)C)cc1 | -17% | 39%[59 µM] | -7% | 3% | -6 | 59%[activator] | -3% | -6% | -9%
CCCN1C2=NS(=O)(=O)CCN2c2ccccc21 | 1% | ? | 31%[activator] | -5% | -5 | 41%[activator] | 2% | -5% | -13%
Oc1ccc(/C=N/N2CCN(C3c4ccccc4-c4ccccc43)CC2)cc1O | 40µM* | / | 18µM* | 40µM* | -15 | 50µM* | 11µM* | 3% | -24%
CC1CCCN(C(=O)CSc2n[nH]c(-c3cccs3)n2)C1 (stereo not drawn) | -6% | -48% | -28% | 0% | 2 | -3% | 1% | 1% | 16%
C#CCSc1nc(-c2ccccc2)cc(-c2ccccc2)c1C#N | 68%[activator] | 1%[59 µM] | 7% | 62%[activator] | 1 | 77%[activator] | 1% | -4% | -25%
O=C(OCC1OC(n2ccc(=O)[nH]c2=O)C(Cl)C1O)c1ccccc1 (stereo not drawn) | 3% | 0% | 0% | 2% | 1 | 25% | 0% | -26% | -15%
CCCCn1c(N)c(N(CC(C)C)C(=O)c2ccc(C)c(S(=O)(=O)N3CCCCC3)c2)c(=O)[nH]c1=O | 7% | -35% | -3% | 11% | 5 | 27% | -4% | -1% | 7%
O=C(O)c1ccc(Nc2ncnc3c2cnn3Cc2ccccc2)cc1 | 50µM* | 32µM* | -11% | -12% | 3 | ? | 18% | -5% | ?
Cc1ccc(C2CC(c3ccco3)n3ncnc3N2)cc1 (stereo not drawn) | -28% | ? | 163%[activator] | 1% | 1 | 40%[activator] | 0% | -3% | 0%
COc1ccc2[nH]c3c(c2c1)CCNC3C1CC=C(C)CC1 (stereo not drawn) | -35% | -21%[59 µM] | ? | -38% | -2 | 11% | 18% | 10% | 10%
Cc1occc1C(=O)N/N=C/C=C/c1ccc(N(C)C)cc1 | ? | -18% | 490%[activator] | ? | -11 | -1% | 20% | -7% | -18%
CCOc1ccccc1C(=O)N(Cc1ccco1)C1CCS(=O)(=O)C1 (stereo not drawn) | -11% | ? | -9% | -7% | -9 | 47%[activator] | 2% | -2% | -4%
CCc1ccc(C2=CC(c3c(F)cccc3Cl)n3c(nc4ccccc43)N2)cc1 (stereo not drawn) | -1% | 17%[59 µM] | 62%[activator] | 0% | -4 | 50%[activator] | ? | 1% | 8%
Cc1c(C(=O)N2CCN(c3ccc([N+](=O)[O-])cc3)CC2)sc2ncn(CC(=O)N3CCOCC3)c(=O)c12 | -14% | 11% | ? | -34% | -19 | -2% | 1% | 9% | -20%
O=C(NCCc1c[nH]c2ccccc12)/C(=C/c1cccnc1)NC(=O)c1ccco1 | -27% | 5% | -3% | 2% | 6 | 24% | 15% | 10% | 12%
COc1cc2c(cc1OC)CN(C(=O)c1cc(=O)c3ccccc3o1)CC2 | -20% | 7%[0.501 µM] | 0% | ? | 12 | 1% | 1% | -1% | 10%

Compound activity as filed in PubChem BioAssay.
